CBFb-RUNX1 inh: inhibitors of human CBF-beta and RUNX1 interaction | Q01196+Q13951 | AlphaScreen CBFb-His/RUNX1-biotin binding, biochemical | Potency, µM (top dose mostly 59.8 µM), without a hit: top-dose activity, negative = inhibition, hits mostly inhibitors | 230,000 tested, under 10 active | AID 1477; note: % of control where 0% means no effect
Target sequence (Q01196 whole entry, looked up): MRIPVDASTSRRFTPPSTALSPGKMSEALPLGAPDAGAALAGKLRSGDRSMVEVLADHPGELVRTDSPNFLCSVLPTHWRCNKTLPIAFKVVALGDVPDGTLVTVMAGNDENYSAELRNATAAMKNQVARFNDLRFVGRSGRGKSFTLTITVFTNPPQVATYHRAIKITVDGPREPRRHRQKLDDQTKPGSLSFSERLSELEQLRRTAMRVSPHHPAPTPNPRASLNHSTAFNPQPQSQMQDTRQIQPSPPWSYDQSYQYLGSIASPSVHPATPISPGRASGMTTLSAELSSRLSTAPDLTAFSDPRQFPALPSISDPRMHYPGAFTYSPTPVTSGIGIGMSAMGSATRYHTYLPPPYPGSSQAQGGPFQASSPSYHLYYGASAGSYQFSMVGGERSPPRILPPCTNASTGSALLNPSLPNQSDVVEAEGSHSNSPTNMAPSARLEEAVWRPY
Target sequence (Q13951 whole entry, looked up): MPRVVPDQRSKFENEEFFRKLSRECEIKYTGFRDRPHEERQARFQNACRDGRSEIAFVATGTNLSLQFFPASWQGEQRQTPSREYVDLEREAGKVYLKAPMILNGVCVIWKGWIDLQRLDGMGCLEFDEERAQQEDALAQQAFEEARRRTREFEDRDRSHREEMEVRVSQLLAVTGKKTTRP
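Room-temperature protein-protein interaction test with 30 nM each of His-tagged CBF-beta and biotinylated RUNX1, 15 min with compound, then 90 min with nickel plus streptavidin beads. Signal read in AlphaScreen mode.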
SMN2 splice up: enhancers of SMN2 splice variant expression | HEK293 SMN2-luciferase splicing reporter, luminescence, 30-36 h | Potency, µM (titrated, usually from 46.1 µM), for inactives: at the highest dose activity change, positive = activation, actives largely listed as activators | hit rate 2.8% among 210,000 | AID 1458; note: potency is the fitted concentration of half-maximal effect; % of control where 0% means no effect; nearly all actives have a fitted effect of over 55% in size
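HEK293 cells carry an SMN2 minigene-luciferase reporter in which exon 7 inclusion puts luciferase in frame. Cells were seeded at 2000 cells/well, attached for 10-12 hours, then exposed to compounds for 30-36 hours at 37C before ONE-Glo luminescence.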
HTT ATP protect: protects HTT-Q103 PC12 cells, measured by ATP. PC12 HTT-Q103 induced, cytoprotection, ATP luminescence, 40 h. Potency, µM (highest dose often 56.4 µM), inactives show cytoprotection (ATP increase), usual class: activators. hit rate 0.14% among 230,000;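 note: potency is the fitted concentration of half-maximal effect; % of control where 0% means no effect; nearly all actives have a fitted effect of over 45% in size; toxic huntingtin expression switched on by the ecdysone agonist tebufenozide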
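Cells were plated at 1500 per well in phenol red-free DMEM with 5% equine and 5% calf serum. Tebufenozide (100 nM final) and compounds were added, then ATPlite reagent, and luminescence was read.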
IMPase Li inh: IMPase inhibition in cells with lithium potentiation; Potency, µM (top dose mostly 59.4 µM), for inactives: at the top dose activity, negative = IMPase inhibition, usual class: inhibitors; hit rate 0.35% among 210,000; CHO-M1 cells, IP1 TR-FRET (IP-One), carbachol + lithium; AID 1457;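 note: IP1 builds up when IMPase is blocked and the TR-FRET signal falls; potency is the fitted concentration of half-maximal effect; plate controls were basal vehicle for no effect and high inhibitor control for full effect; nearly all actives have a fitted effect of over 50% in size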
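CHO-M1, 2000 cells/well, 16–30 h culture; cpd + low Li+, 30 min 37C; lysis with d2-IP1/Eu-anti-IP1 Ab, 10 min RT; TR-FRET 665/620 ratio and 620 channel; AC50 via Hill.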
HttQ103 aggreg: mutant huntingtin aggregation inhibition; hit rate 1.1% among 220,000; Potency, µM (highest dose often 46.1 µM), for inactives: top-dose activity change, negative = inhibition, actives largely listed as inhibitors; PC12 HttQ103-GFP aggregates, Acumen cytometry, 40 h; note: potency is the fitted concentration of half-maximal effect; % is set by controls: 0 for no effect and ±100 for the full control effect; nearly all actives have a fitted effect of over 60% in size
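Multiplexed with ATP-based cell death, this channel scores GFP aggregates in PC12 cells expressing inducible HTTex1-Q103-GFP. Induction used 100 nM tebufenozide; compounds were tested in concentration series.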
KinaseGlo FLuc: counter-screen: inhibitors of Kinase-Glo firefly luciferase | Kinase-Glo luciferase, ATP luminescence, 8 min | Q27757 | Potency, µM (highest dose often 38.3 µM), inactives show top-dose activity change, negative = inhibition, actives largely listed as inhibitors | AID 1379 | hit rate 0.28% among 200,000; note: potency is the fitted concentration of half-maximal effect; % is set by controls: 0 for no effect and ±100 for the full control effect; nearly all actives have a fitted effect of over 60% in size
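Light output from Kinase-Glo luciferase with luciferin and 10 uM ATP in 50 mM imidazole pH 7.2, KCl, MgCl2, Tween 20, BSA; compound pin-delivered, 8-min ambient incubation, then luminescence read.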
Lamin A splicing: modulators of lamin A splicing; Potency, µM (doses to about 46.1 µM), inactives show top-dose ratio change, negative = inhibition, actives largely listed as inhibitors; AID 1487; hit rate 0.01% among 200,000; HeLa LMNA splicing GFP/RFP minigene ratio, 48 h; active = well fitted inhibition curve with a large enough effect in the signal ratio, with a control signal flat, not every such curve was filed as active; inconclusive = small, poorly fitted or top-dose-only effect, or effect the other way, or a change in a side signal; the % refers to the signal ratio; note: potency is the fitted concentration of half-maximal effect; % is set by controls: 0 for no effect and ±100 for the full control effect
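S3 HeLa cells stably expressing lamin A-EGFP splicing minigene plus DsRed2, 600 cells/well, 48 h compound exposure at 37C. Laser-scanning cytometry; analysed as GFP (500-530 nm)/RFP (575-640 nm) total intensity ratio; 0.5% DMSO vehicle.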
* hit, by the source's call; ? = inconclusive; · = no result given; & = joins results of further samples; [ ] = another dose, or the depositor's remark. Unless noted, calls come from the whole dose curve; as a rule, active = well fitted curve in the direction sought with a large enough effect; inconclusive = small, poorly fitted or top-dose-only effect, or another doubt; inactive = no such curve, though single readings can be large; an effect the other way counts as inactive or inconclusive.

SMILES | CBFb-RUNX1 inh | SMN2 splice up | HTT ATP protect | IMPase Li inh | HttQ103 aggreg | KinaseGlo FLuc | Lamin A splicing
S=C(Nc1ccccc1)Nc1ccc(Br)cn1 | -18% | -24% | -21% | -9% | -5% | 1% | 10%[46 µM]
c1cnc(SCCCOc2ccc3ccccc3c2)nc1 | 25% | 16% | 9% | 26%[38.3 µM] | ? | -3% | -20%
C/C(=C\C(=O)c1ccc(Br)cc1)Nc1ccc(Cl)cc1 | -18% | · | · | 5% | -3% | -2% | 4%
Cc1cc(C)n(-c2nc(-c3cccc(Cl)c3)cs2)n1 | 13% | 18% | -13%[10 µM] | -5%[38.3 µM] | 6% | -4% | -2%
CCC(c1nnc(SCC(=O)NCCc2ccc(OC)c(OC)c2)n1Cc1ccccc1)N(C)C (centres undefined) | 3% | 5% | 16%[10 µM] | 8% | 25% | 1% | 3%[46 µM]
Cc1nc(C)c(C(=O)Nc2ncc([N+](=O)[O-])s2)o1 | -29% | 0.89µM* | -42%[inhibitor] | 9% | -9% | ? | ?
Cc1c(C(=O)N(C)C)c2cc(Cl)ccc2n1O | 3% | -5% | · | 8% | 27% | 1% | 10%
Cc1cnc(C(=O)NC(C)CCc2ccccc2)cn1 (centres undefined) | -7% | -5% | 7%[10 µM] | -3% | -10% | -1% | 3%[46 µM]
CC(=O)c1cnc(Nc2ccccc2)s1 | -4% | 2% | ? | 8%[38.3 µM] | -17% | 5% | ?
COc1cc(OC)c(OC)cc1CNC1CCCCCC1 | 2% | 11% | -26%[10 µM] | 35%[activator][38.3 µM] | ? | 0% | -12%
CC(=O)Nc1ccc(OCC(=O)N2CCC(Cc3ccccc3)CC2)cc1 | 7% | -31%[inhibitor] | -36% | -4% | -29% | 0% | ·
Cc1ccc(S(=O)(=O)N/N=C/c2cccn2-c2ccc(Cl)cc2)cc1 | -24% | -20% | -103%[inhibitor] | -5%[38.3 µM] | 16% | -26% | 22%
CCC(c1nc2ccccc2c(=O)n1-c1cccnc1)N1C(=O)c2ccccc2C1=O (centres undefined) | 3% | ? | 7% | 20%[38.3 µM] | -12% | 0% | 3%
Cc1ccsc1/C=N/N1CCN(c2ccccn2)CC1 | -15% | · | 11%[10 µM] | · | -14%[9.22 µM] | · | ·
CCOc1cc(/C=N/NC(=O)C(=O)NCCCOC(C)C)cc(Br)c1O | 6% | 9% | · | 11% | 4% | 3% | 0%
COc1ccc(CCNC(=O)c2cccs2)cc1OC | 6% | 10% | -5% | 2% | 10% | 0% | -9%[46 µM]
CCCCCC(=O)/C=C/C=C\C/C=C\C/C=C\CCCC(=O)O | 4%&-2% | 5%&4% | -35%&22%[inhibitor] | -16%&3% | · | 0% | ·
CCOc1cc(CNCCc2c[nH]c3ccccc23)cc(Cl)c1OCC(N)=O | -3% | · | -1%[10 µM] | · | 12%[9.22 µM] | · | ·
CS(=O)(=O)N1CCC2(CCCN(Cc3ccc(C#N)cc3)C2)CC1 | · | -17% | 7% | 25% | · | 1% | ·
O=C(NCC(O)CO)c1ccc2[nH]c3ccccc3c2c1 (centres undefined) | -2% | 8% | -13%[10 µM] | -13% | -11% | 3% | -5%
CCC(=O)c1ccc(N2CCCCC2)c(F)c1 | -2% | · | 1%[10 µM] | 9% | 18%[9.22 µM] | -1% | 3%[46 µM]
Cc1ccc(C2c3c(C)nn(-c4ccc([N+](=O)[O-])cc4)c3N=C3C(=O)Nc4ccccc4N32)cc1 (centres undefined) | -19% | 14% | · | 3% | -21% | -2% | -18%[46 µM]
CN(C)C(=O)COC(=O)c1cc(Cl)cc(Cl)c1N | 2% | 4% | -5% | 25%[38.3 µM] | -13% | -3% | 0%
Cc1ccc(/C=N/N2CCN(c3ccncc3S(=O)(=O)N3CCCCC3)CC2)cc1 | -3% | -12% | -2% | 13%[38.3 µM] | 30% | -4% | 6%
CC(=O)c1ccc(CCCCCCCCCC(=O)O)s1 | 11% | 9% | 5% | ? | 3% | 3% | ?
O=C(Nc1ccc(N2CCCC2)c(Cl)c1)c1ccccc1[N+](=O)[O-] | -28% | 19% | 20%[10 µM] | 2% | -5% | 0% | -8%
COc1ccccc1N1CCN(C(=O)C(OC(C)=O)c2ccccc2)CC1 (centres undefined) | 1% | 14% | 13% | 24%[38.3 µM] | -3% | 0% | -8%
COc1ccc(C(=O)NCc2cccs2)cc1S(=O)(=O)N1CCOCC1 | 2% | 11% | · | 12% | 8% | 3% | ·
Cc1ccc2[nH]c(=O)c(CC=C(Cl)Cl)c(C)c2c1 | 6% | 10% | -3%[10 µM] | 0% | -5% | -3% | -5%
Cn1nc([N+](=O)[O-])c(C(C#N)c2nc3ccccc3n2C)c(Cl)c1=O (centres undefined) | -24% | 21% | 5%[10 µM] | 7% | 8% | -3% | ?
COc1cccc(Oc2cncnc2-c2ccc(OC)cc2O)c1 | -1% | -20% | 2% | 11%[38.3 µM] | -24% | 0% | 4%
Cc1ccc(/C=N/N2CCN(Cc3ccccc3)CC2)cc1 | -6% | -13% | -22% | 0% | -2% | 2% | 11%[9.22 µM]
CCNC(=S)NNC(=O)c1csc2c1CCC(C)C2 (centres undefined) | -1% | -14% | 1% | -4%[38.3 µM] | -20% | -2% | -1%
c1nc(N2CCC3(CC2)OCCO3)c2[nH]cnc2n1 | -2% | 5% | · | -2% | 17% | 4% | -10%
CC1(C)CC(=O)C(Sc2nnc(-c3ccc(O)cc3)n2CC2CCCO2)C(=O)C1 (centres undefined) | -4% | -3% | 15% | -11%[38.3 µM] | 14% | 6% | 6%
COc1ccc(C(C)=O)cc1COc1ccc(-n2cnnn2)cc1 | -12% | -22% | -54%[inhibitor] | -14%[38.3 µM] | -5% | -1% | 5%
O=C1C=C(N2CCCCC2)C2(CCCCC2)O1 | -4% | -4% | · | 12% | · | -5% | ·
CCOc1ccc(NS(=O)(=O)c2ccc(OCC(=O)NCCCOC)cc2)cc1 | 9% | ? | 9%[0.074 µM] | 1%[38.3 µM] | -13% | 0% | -8%
NC1=NC[C@H](Cc2ccc(O)cc2)N1CCc1cccc2ccccc12 | 3% | · | -6%[10 µM] | · | -35%[9.22 µM] | · | ·
N#C/C(=C\c1ccc[nH]1)C(=O)NCC1CCCO1 (centres undefined) | 27% | · | 4%[10 µM] | · | -2%[9.22 µM] | · | ·
Cc1ccc(C(=O)N/C(=C/c2ccco2)C(=O)Nc2cccc(C)c2)cc1 | -4% | 1% | -14% | 30%[activator][38.3 µM] | -16% | -6% | 5%
COc1ccc(-n2c(-c3ccc(Br)cc3)nc(=S)c3c2CCCC3)cc1 | -7% | -15% | 17%[10 µM] | 13% | -7% | 1% | -8%
CCn1c(=O)cc(SCC(=O)N2CCN(Cc3ccc4c(c3)OCO4)CC2)c2ccccc21 | -13% | 10% | -41%[0.074 µM] | 16%[38.3 µM] | ? | -5% | ?
CC(=O)NC1=NN(C(C)=O)C(C)(c2cccnc2)S1 (centres undefined) | 0% | -14% | -61%[inhibitor] | -1% | ? | 0% | ·
O=C(O)CCSc1ncnc2sc(-c3ccccc3)cc12 | -22% | · | -9%[10 µM] | · | 0%[9.22 µM] | · | ·
CS(=O)(=O)N1CCN(c2ccc(NC(=O)C(c3ccccc3)c3ccccc3)cc2)CC1 | -7% | -46%[inhibitor] | 22%[1.9 µM] | 7% | 0% | 9% | -10%
Cn1ncc2c(N3CCC(Cc4ccccc4)CC3)ncnc21 | 1% | -35%[inhibitor] | -108%[inhibitor] | 12% | -4%[9.22 µM] | -3% | -2%[9.22 µM]
COc1ccc(-n2nnnc2S(=O)(=O)Cc2ccc(C(=O)O)cc2)cc1 | 4% | 16% | -63%[inhibitor][10 µM] | -5%[38.3 µM] | ? | 2% | ?
Cc1ccc2c(c1)sc(=NC(=O)c1cccs1)n2C | 5% | 16% | -167%[inhibitor] | ? | 9% | ? | ·
Fc1ccccc1NC(=S)NNc1ncc(C(F)(F)F)cc1Cl | -1% | -13% | -4% | 20%[38.3 µM] | -80% | -3% | -9%

More records
SMILES | CBFb-RUNX1 inh | SMN2 splice up | HTT ATP protect | IMPase Li inh | HttQ103 aggreg | KinaseGlo FLuc | Lamin A splicing
CCN(CC)c1cccc(O)c1 | 3%[21.7 µM] | 3% | -9% | -5% | · | · | ·
CCN(CC)S(=O)(=O)c1cccc(-c2nnc(SC(C)C(=O)NCCC3=CCCCC3)o2)c1 (centres undefined) | 12% | -28% | -14% | 22%[38.3 µM] | -24% | 1% | ?
COc1ccc(NC(=O)/C=C/c2c(Cl)nc3ccccn23)cc1 | -3% | -14% | -46% | 9% | 13% | 0% | ·
O=C(Cn1cnc2c(oc3ccccc32)c1=O)NCC1CCCO1 (centres undefined) | 1% | -18% | 9%[0.074 µM] | 29%[38.3 µM] | 1% | -5% | -2%
COc1ccc(Nc2oc(COc3ccc(OC)cc3)nc2C#N)cc1 | -28% | -47%[inhibitor] | 12%[1.9 µM] | 23% | -10% | -3% | ?
Cc1ccc(NC(=O)c2ccc(Cn3cc(Br)cn3)o2)cc1 | 17% | -44%[inhibitor] | -2%[1.9 µM] | 26% | ? | 4% | ?
CCCC(=O)Nc1ccc(N2CCN(C(=O)c3cccs3)CC2)cc1 | 4% | 16% | 8% | 13%[38.3 µM] | ? | 2% | -21%
CC(C)n1c(-c2ccc(C(C)(C)C)cc2)n[nH]c1=S | 2% | -43%[inhibitor] | -20% | 17%[38.3 µM] | 8.9µM* | -1% | 29%
COc1ccc(NC(=O)Nc2ccc(C)cc2Br)c(OC)c1 | -1% | 5% | 11%[10 µM] | -1% | 0% | 0% | 4%[46 µM]
O=C(O)c1cc([N+](=O)[O-])ccc1N1CCCCC1 | 1% | -1% | 12%[10 µM] | -2% | 4% | 8% | -8%
CCc1c(C)[nH]c(C(=O)OCc2ccccc2)c1C | 5% | · | 5%[10 µM] | 9% | -4%[9.22 µM] | 0% | ·
OC1(c2ccc(OC(F)F)cc2)CSC(=Nc2cccnc2)N1Cc1ccco1 (centres undefined) | 6% | -92%[inhibitor] | -1%[10 µM] | 24% | ? | 2% | -29%[46 µM]
COc1cc(/C(C)=N/NC(=O)C(O)(c2ccccc2)c2ccccc2)ccc1O | 1% | 9% | -75%[inhibitor] | 7% | 20%[9.22 µM] | 4% | ·

High-throughput results as filed in PubChem.
